Source: PubChem BioAssay
PKA-R2B act: activators of PKA-R2B holoenzyme, primary screen, biochemical, fluorescence polarization, Cy5-IP20, human | activation, % at 11.4 µM | cAMP-dependent protein kinase catalytic subunit beta (Homo sapiens) + cAMP-dependent … | hit rate 0.079% among 340,000 | PKA-R2B holoenzyme dissociation; R2B truncated from residue 108, S112A mutant; 0% DMSO only, 100% 113 µM cGMP;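 active = activation above a cutoff set at the mean over all compounds plus 3 SD, cut at about 18% in these data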;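 also: higher means more holoenzyme dissociation and a rise in polarization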
Rtt109 Vps75: inhibitors of C. albicans Rtt109/Vps75 HAT, primary screen, biochemical, ThioGlo CoA-SH fluorescence, plate reader; hit rate 0.16% among 330,000; purified Rtt109/Vps75, 4 h; inhibition, % at 34.9 µM; Histone acetyltransferase RTT109 (Candida albicans (strain SC5314 / ATCC MYA-2876)), …;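 active = inhibition of at least 50% in every replicate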
Target sequence (Q5AAJ8 whole entry, looked up): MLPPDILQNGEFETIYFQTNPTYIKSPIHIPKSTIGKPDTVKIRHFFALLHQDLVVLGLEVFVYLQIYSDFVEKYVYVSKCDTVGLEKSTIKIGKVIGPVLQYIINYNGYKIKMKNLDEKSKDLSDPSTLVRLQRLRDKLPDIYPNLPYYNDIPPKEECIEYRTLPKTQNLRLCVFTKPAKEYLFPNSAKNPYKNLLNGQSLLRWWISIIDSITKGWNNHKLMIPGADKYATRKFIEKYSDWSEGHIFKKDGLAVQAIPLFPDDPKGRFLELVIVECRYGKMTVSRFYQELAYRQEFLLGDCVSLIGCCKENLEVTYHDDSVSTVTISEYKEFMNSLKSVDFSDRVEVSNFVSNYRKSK
Cardiac RTF inh: cardiac RTF calcium sensitivity inhibitors, primary screen, biochemical, IANBD-TnC fluorescence, EC70 calcium; Troponin I, cardiac muscle (Homo sapiens) + Troponin T, cardiac muscle (Homo sapiens) + …; IANBD-labeled cardiac RTF, Ca2+ fluorescence; inhibition, % at 7.15 µM; hit rate 0.12% among 340,000; AID 493244, 2011;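 active = inhibition above the mean inhibition of all tested compounds plus 3 SD, cut at about 17% in these data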;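 also: assay run at fixed EC70 calcium of 1.6 mM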
SR-BI uptake up: activators of SR-BI mediated DiI-HDL uptake, primary screen, ldlA[mSR-BI] CHO cells, DiI fluorescence. 3 h; 100 = double the neutral-control signal. activation, % at 12.5 µM. hit rate 0.096% among 320,000;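 active = mean replicate activation of at least 60% and every replicate at or above 60%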;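 also: 0% = median plate neutral-control signal and 100% = twice that signal; values of inactives mirror those of a sister screen read the other way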
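material = CHO ldlA[mSR-BI] cells | medium = Ham's F12 with 0.5% BSA, HEPES 25 mM, pH 7.4 | reagent = fluorescent DiI-HDL, 10 µg/mL final | compound dosing = single-point compound dose | incubation = 3 h, 37 °C | measured by = bottom-read fluorescence, 550/595 nm | measure = HDL uptake via cellular fluorescence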
CAL PDZ FP-1: untagged CAL PDZ binding inhibitors, primary screen, biochemical, fluorescence polarization, HTS. Golgi-associated PDZ and coiled-coil motif-containing protein (Homo sapiens), Q9HD26. purified CAL PDZ, TMR-peptide fluorescence polarization, 1 h. inhibition, % at 24.9 µM. hit rate 0.92% among 300,000. AID 602252, 2012;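 active = mean inhibition of at least 30% with at least half of replicates also reaching 30%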;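 also: 0% = DMSO neutral control and 100% = excess unlabeled competitor peptide PRC23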
cardiac RTF act: cardiac RTF calcium sensitivity activators, primary screen, biochemical, IANBD-TnC fluorescence, EC20 calcium; activation, % at 7.2 µM; Troponin I, cardiac muscle (Homo sapiens) + Troponin T, cardiac muscle (Homo sapiens) + …; hit rate 0.24% among 340,000; IANBD-labeled TnC RTF fluorescence at EC20 calcium; 0% EC20 calcium, 100% full calcium; AID 493008, 2010;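 active = activation above the mean over all tested compounds plus 3 SD, cut at about 30% in these data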;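 also: rise in fluorescence read as greater calcium sensitivity of cardiac thin filaments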
DAGLB inh: DAGLB lipase inhibitors, primary screen, biochemical, fluorescence, HTS; hit rate 0.059% among 340,000; HEK293T DAGLB membrane lysate, EnzChek fluorogenic substrate; Diacylglycerol lipase-beta (Homo sapiens), Q8NCG7; inhibition, % at 5.17 µM; in the data active = inhibition above about 34%;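 also: 0% = enzyme with vehicle and 100% = wells lacking enzyme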
Target sequence (Q8NCG7 whole entry, looked up): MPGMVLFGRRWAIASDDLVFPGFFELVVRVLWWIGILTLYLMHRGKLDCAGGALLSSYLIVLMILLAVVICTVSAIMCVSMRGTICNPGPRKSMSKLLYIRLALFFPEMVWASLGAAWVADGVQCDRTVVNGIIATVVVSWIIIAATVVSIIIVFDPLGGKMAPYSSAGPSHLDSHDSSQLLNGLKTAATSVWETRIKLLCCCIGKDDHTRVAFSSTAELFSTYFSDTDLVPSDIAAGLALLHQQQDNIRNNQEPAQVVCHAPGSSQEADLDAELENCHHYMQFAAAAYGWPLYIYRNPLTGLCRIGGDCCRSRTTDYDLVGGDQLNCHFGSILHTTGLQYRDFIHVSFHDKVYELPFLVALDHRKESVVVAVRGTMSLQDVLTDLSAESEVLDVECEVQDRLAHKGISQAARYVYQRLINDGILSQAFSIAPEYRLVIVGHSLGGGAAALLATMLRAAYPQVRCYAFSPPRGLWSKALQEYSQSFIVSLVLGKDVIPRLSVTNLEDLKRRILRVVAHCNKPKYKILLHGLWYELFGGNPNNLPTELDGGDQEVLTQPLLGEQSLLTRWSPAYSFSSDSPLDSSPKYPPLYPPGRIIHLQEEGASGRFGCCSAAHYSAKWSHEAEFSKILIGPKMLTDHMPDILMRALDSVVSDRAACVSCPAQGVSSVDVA
C-LANA FP: inhibitors of KSHV C-LANA binding to DNA, primary screen, biochemical, fluorescence polarization, FAM-LBS DNA, MBP-C-LANA, single point; inhibition, % at 9 µM; hit rate 0.078% among 340,000; AID 504423, 2011;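 active = highest replicate inhibition at or above 60% at 9 µM, even if other replicates fall short; inactive = all replicates below 60% inhibition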;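 also: 0% = neutral control wells and 100% = 4 µM acridine orange control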
Keap1-Nrf2 PPI: Keap1-Nrf2 protein-protein interaction inhibitors, primary screen, biochemical, fluorescence polarization, single point; Kelch-like ECH-associated protein 1 (Homo sapiens), Q14145; Keap1 Kelch-Nrf2 peptide fluorescence polarization, 1536-well; inhibition, % at 9.4 µM; hit rate 0.15% among 340,000; in the data active = inhibition above about 12%;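 also: human Keap1 Kelch domain with fluorescein labeled Nrf2 9mer peptide probe; 0% = neutral control wells and 100% = peptide positive control; higher means more block of Keap1 binding to Nrf2 peptide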
CAL PDZ FP-2: CAL PDZ peptide-binding inhibitors, primary screen, biochemical, fluorescence polarization, Cer-tagged CAL PDZ, HTS; Golgi-associated PDZ and coiled-coil motif-containing protein (Homo sapiens), Q9HD26; purified CAL PDZ, TMR-peptide fluorescence polarization, 1 h; inhibition, % at 20 µM; hit rate 0.02% among 330,000; AID 504414, 2011;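 active = highest replicate inhibition of at least 40%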;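 also: plate controls were DMSO neutral control wells for no effect and unlabeled competitor peptide control wells for full effect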
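Test system: tagged CAL PDZ domain / Buffer or medium: sodium phosphate/NaCl buffer pH 7.4 with TCEP, IgG, Thesit / Reagent: TMR-labelled reporter peptide T*-PRC34 bound in PDZ groove / Compound dosing: single point, 20 µM / Schedule: 1 h incubation at room temperature before polarization reading / Technique: fluorescence polarization (mP) / Benchmarks: unlabelled peptide, DMSO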
Active calls of the source: *; nt = not tested or not shown.

Order of results: PKA-R2B act	Rtt109 Vps75	Cardiac RTF inh	SR-BI uptake up	CAL PDZ FP-1	cardiac RTF act	DAGLB inh	C-LANA FP	Keap1-Nrf2 PPI	CAL PDZ FP-2
> CCCC/C=C1\CCc2c([nH]c3ccccc23)C1=O
→ -3	-12	-8	nt	-1	0	-6	-0.6	-5	-0.4
> CCc1ccc(-c2ccc3nnc(SCC(N)=O)n3n2)cc1
→ 5	-5	-6	nt	-5	1	2	0.2	2	-2.5
> Cc1ccc(S(=O)(=O)N2CCN(CC(=O)NCC3(N4CCOCC4)CCCCC3)CC2)cc1
→ -6	8	2	1	6	3	1	-0.1	2	-0.9
> CCCCSCCCNC(=O)c1cn(C)c2ccc(S(=O)(=O)N3CCCC3)cc2c1=O
→ -5	4	-3	20	0	5	1	-0.5	0	-2.2
> COc1cccc(NC(=O)Cc2nnc(SCC(=O)NC3CCCC3)n2C)c1
→ 3	0	-3	nt	-2	-2	-3	1.2	-4	-1.8
> CC(=O)c1c(N2CCCC2)[nH]c(-c2ccccc2)nc1=S
→ -4	1	-2	16	-2	-10	-3	-0.1	-7	-2.7
> COc1ccc(C2Nc3ccccc3C(=O)N2NC(C)=O)cc1OC (stereo not drawn)
→ 13	-101	-4	7	nt	6	-3	1.7	-3	0.1
> CCOc1ccc(NC(=O)CN(C)C(=O)c2ccc(C)c(S(=O)(=O)N3CCCCC3)c2)cc1OCC
→ 0	17	-3	-30	-5	-3	-2	-0.2	-3	-1.4
> O=C(COC(=O)C12CC3CC(CC(C3)C1)C2)Nc1ccccc1F
→ -11	3	-5	14	nt	10	-8	0.6	0	-0.9
> O=C1ON=C(c2ccccc2)/C1=C/c1ccc(OS(=O)(=O)c2ccccc2)cc1
→ -2	13	12	4	-3	1	8	7.6	-4	-1.7
> O=C(c1ccccc1NS(=O)(=O)c1ccc(Br)s1)N1CCOCC1
→ -7	1	-4	9	-2	1	0	-0.2	-3	-2.5
> O=C(O)c1ccc(N2Cc3ccccc3C2)cc1O
→ 2	10	-2	16	-4	-5	5	10	3	-1.7
> O=C(CCN1C(=O)c2ccccc2C1=O)N1CCN(c2ccccc2)CC1
→ 1	-22	0	-62	-3	-1	-3	0.3	0	nt
> Cc1ccc(NC(=S)N2CCN(c3ccccn3)CC2)cc1C
→ 4	8	-6	-5	nt	3	-4	-1.1	-3	-0.3
> CCCCn1c(SCC(=O)c2ccc3c(c2)NC(=O)CO3)nc2cc(S(N)(=O)=O)ccc21
→ -9	9	-9	nt	4	-2	0	1.5	0	-1.4
> COc1cccc(C(=O)NCc2ccc(-c3nc4ccccc4s3)cc2)c1
→ -9	5	-2	9	-4	9	2	0.5	1	-1.1
> Cc1cccc(CCNC(=O)CCNC(=O)Cn2ccc3ccccc3c2=O)c1
→ -7	-3	8	1	-5	-6	0	-2.2	3	-0.7
> O=C(/C=C/c1ncc(C(F)(F)F)cc1Cl)OCc1ccccc1
→ 3	-27	-13	12	-3	1	-8	0.6	2	-0.5
> CCN(c1ccccc1)c1cc(C)nc2nc(C)nn12
→ -2	3	-3	9	nt	9	0	-0.2	-5	-0.3
> COc1ccc(S(=O)(=O)NCCC(=O)OCC(=O)NC2CC2)cc1
→ -5	9	-8	2	-4	-7	1	1.4	0	0.3
> O=C(Cn1nnc(-c2ccccc2F)n1)N1CCCCC1
→ 0	-3	-6	15	8	1	1	-1.6	-1	-0.1
> S=C1NCCOCCOCCOCCOCCN1
→ 1	-5	8	0	-4	-2	0	1.8	-4	-0.5
> O=c1c(-c2ccc(O)cc2)coc2c(C3O[C@H](CO)[C@@H](O)[C@H](O)[C@H]3O)c(O)ccc12 (stereo partly drawn)
→ 6	-3	-8	13	nt	3	0	1.6	-5	-1.0
> COc1cc(OC)cc(-c2cc3nc(C)c(CCC(=O)NCc4ccccc4)c(C)n3n2)c1
→ -8	-4	-19	-55	-4	9	0	0.6	-3	-3.3
> NC(=O)C1(N2CCCCC2)CCN(C2CC(=O)N(Cc3cccs3)C2=O)CC1 (stereo not drawn)
→ 7	5	-6	46	nt	3	-1	0.3	-1	0.4
> CC(C)(C)C(=O)Nc1cc(C(F)(F)F)ccc1-n1ccnc1
→ -9	10	-4	33	2	7	-2	-0.2	-3	-2.0
> O=C1CC(c2cccc(Cl)c2)CC(O)=C1C=NC1CCCC1 (stereo not drawn)
→ -7	5	6	17	0	3	-1	0.6	-5	-1.0
> CCOC(=O)c1sc(NC(=O)c2c(CC)noc2C)nc1C
→ -18	-6	-8	-9	-5	4	1	-0.6	2	-1.2
> CC1CCCCC1NC(=O)CN1c2cccc3cccc(c23)S1(=O)=O (stereo not drawn)
→ 4	6	-7	-1	-2	0	2	0.0	1	0.3
> O=C(COc1ccccc1Cl)NCCC1=CCCCC1
→ 4	1	-11	5	2	6	-9	1.2	-3	0.4

Single entries from the entries so far:
In CAL PDZ FP-2, `COc1ccc(C2Nc3ccccc3C(=O)N2NC(C)=O)cc1OC` (stereo not drawn) is entered as 0.1
In Rtt109 Vps75, `O=C1CC(c2cccc(Cl)c2)CC(O)=C1C=NC1CCCC1` (stereo not drawn) is entered as 5
In DAGLB inh, `CCOC(=O)c1sc(NC(=O)c2c(CC)noc2C)nc1C` is entered as 1

Remaining list, next part.
Order of results: PKA-R2B act	Rtt109 Vps75	Cardiac RTF inh	SR-BI uptake up	CAL PDZ FP-1	cardiac RTF act	DAGLB inh	C-LANA FP	Keap1-Nrf2 PPI	CAL PDZ FP-2
> Cc1nc2sc(C(c3ccc(Br)cc3)N3CC(C)OC(C)C3)c(O)n2n1 (stereo not drawn)
→ 1	nt	-11	22	-3	3	0	1.0	-4	-2.7
> O=C(CN(Cc1ccccc1Cl)C(=O)c1csnn1)NC1CCCC1
→ 10	-1	-1	-7	-4	4	0	-0.4	1	-2.9
> C#CCSc1cc(C(F)(F)F)nc(-c2ccccn2)n1
→ -4	-8	1	-7	-2	4	1	0.0	-2	nt
> COc1c(Cl)ccc(Cl)c1C(=O)NCc1ccco1
→ 0	0	-10	29	-2	16	-5	3.9	-6	0.0
> C=CCN(c1ccc(C(=O)Nc2cccc([N+](=O)[O-])c2)cc1)S(C)(=O)=O
→ -15	0	-1	-61	3	1	1	0.1	-2	-0.2
> Fc1ccc(-c2nc3c(-c4ccc(F)cc4)cnn3cc2CCN2CCOCC2)cc1
→ 3	-1	-2	-5	0	1	0	0.9	-4	0.3
> COc1ccc(Cl)cc1NC(=O)CN(C)C(=O)c1ccc(N2CCCCC2)c([N+](=O)[O-])c1
→ 1	-3	-26	-41	1	2	15	0.4	-4	-1.1
> COc1ccc(NC(=O)Cc2c(F)cccc2Cl)c(OC)c1
→ -7	4	-5	1	-6	7	2	-0.4	-5	-0.9
> COc1ccc(NCC(=O)Nc2cccc(C(F)(F)F)c2)cc1S(=O)(=O)N1CCOCC1
→ -2	-12	-14	-30	1	3	-4	2.2	-2	-3.4
> NC(=O)c1ccc(NC(=O)c2ccc(COc3ccc(F)cc3)o2)cc1
→ -6	-7	2	5	-2	0	1	1.6	2	-1.6
> Cc1ccc(S(=O)(=O)Nc2cc(S(=O)(=O)N3CCCCC3)ccc2N2CCOCC2)cc1
→ -6	3	1	18	6	1	0	1.8	-5	-0.7
> Cc1ccccc1NC(=O)C(=O)NCCCN1CCCC1=O
→ -14	6	10	-1	-2	-1	-3	0.0	3	0.6
> Cc1c(Br)c([N+](=O)[O-])nn1C(C)C(=O)N1CCc2ccccc2C1 (stereo not drawn)
→ -11	-3	-13	nt	nt	1	1	-0.1	1	-1.1
> CC(O)CNc1nc(Cl)c(C#N)s1 (stereo not drawn)
→ 6	7	-11	8	-1	-6	-3	0.5	1	-2.4
> O=C(O)c1ccccc1-c1ccccc1C(=O)NNc1ccccc1
→ -8	-4	-8	-13	0	3	2	-0.8	-3	-2.7
> Cc1cccc(NC(=O)C2(c3cccs3)CCOCC2)n1
→ 8	-3	6	12	0	-3	-6	1.8	-2	0.0
> O=C(O)c1ccccc1SCc1cn2cc(Br)ccc2n1
→ 3	nt	1	17	-3	-7	-1	-1.6	1	-2.4
> Cc1ccc(C(C)C)c(OCC(=O)Nc2ccc(Cl)cn2)c1
→ -5	-2	9	-49	-2	2	-14	3.6	-7	1.2
> COc1ccc(NC(=O)c2ccc3c(c2)NC(=O)CS3)cc1
→ 1	12	-16	-27	-3	0	4	1.7	-1	-0.8
> Oc1ccccc1-c1nnco1
→ -6	-4	-1	6	-1	-3	0	-0.7	-6	-0.5
> OC[C@@H]1CC[C@@H](Cc2ccc(-c3ccccc3)cc2)O1
→ 1	4	-5	6	-4	-3	0	-0.9	-4	-1.0
> CCOc1ccc(NC(=O)CN(Cc2ccccc2)S(C)(=O)=O)cc1
→ -3	nt	6	5	1	0	4	1.1	-3	-2.5
> CCOC(=O)NN1C(=O)c2ccccc2NC1c1ccc(OC)cc1OC (stereo not drawn)
→ 1	-21	2	3	nt	0	-1	-0.1	3	0.6
> CCc1ccc2[nH]c(=O)c(CN(CCCN3CCOCC3)C(=O)Nc3ccccc3)cc2c1
→ 2	2	1	-2	-10	2	3	0.9	-5	-5.1
> CCNS(=O)(=O)c1ccc(CCC(=O)NCCC2=CCCCC2)cc1
→ -2	4	-6	-18	-5	-1	0	-0.1	4	-2.3
> NC(=O)c1ccc(-n2nnnc2SCC(=O)NC2CCCCC2)cc1
→ 3	8	12	10	2	-3	2	2.0	-2	-2.7
> Cc1cc(NC(=O)c2sc(Nc3ccc(F)cc3)nc2N)no1
→ -1	5	-3	-34	nt	8	1	0.3	-2	-1.6
> CCn1c(CNC(=O)c2ccccc2Br)nnc1SCC(=O)Nc1nncs1
→ 6	1	-10	4	5	-3	0	0.0	0	0.1
